KCNH2 WT inh – blocks the wildtype human KCNH2 potassium channel; Q12809; U2OS, BacMam KCNH2, thallium flux FluxOr; stronger effect = lower value; activity change, % at 1.84 µM; 0.37% of 340,000 active; AID 720551;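 active means maximum activity change below -70%; inconclusive means maximum activity change between -70% and -50%; inactive means maximum activity change above -50%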
Target sequence (Q12809 whole entry, looked up): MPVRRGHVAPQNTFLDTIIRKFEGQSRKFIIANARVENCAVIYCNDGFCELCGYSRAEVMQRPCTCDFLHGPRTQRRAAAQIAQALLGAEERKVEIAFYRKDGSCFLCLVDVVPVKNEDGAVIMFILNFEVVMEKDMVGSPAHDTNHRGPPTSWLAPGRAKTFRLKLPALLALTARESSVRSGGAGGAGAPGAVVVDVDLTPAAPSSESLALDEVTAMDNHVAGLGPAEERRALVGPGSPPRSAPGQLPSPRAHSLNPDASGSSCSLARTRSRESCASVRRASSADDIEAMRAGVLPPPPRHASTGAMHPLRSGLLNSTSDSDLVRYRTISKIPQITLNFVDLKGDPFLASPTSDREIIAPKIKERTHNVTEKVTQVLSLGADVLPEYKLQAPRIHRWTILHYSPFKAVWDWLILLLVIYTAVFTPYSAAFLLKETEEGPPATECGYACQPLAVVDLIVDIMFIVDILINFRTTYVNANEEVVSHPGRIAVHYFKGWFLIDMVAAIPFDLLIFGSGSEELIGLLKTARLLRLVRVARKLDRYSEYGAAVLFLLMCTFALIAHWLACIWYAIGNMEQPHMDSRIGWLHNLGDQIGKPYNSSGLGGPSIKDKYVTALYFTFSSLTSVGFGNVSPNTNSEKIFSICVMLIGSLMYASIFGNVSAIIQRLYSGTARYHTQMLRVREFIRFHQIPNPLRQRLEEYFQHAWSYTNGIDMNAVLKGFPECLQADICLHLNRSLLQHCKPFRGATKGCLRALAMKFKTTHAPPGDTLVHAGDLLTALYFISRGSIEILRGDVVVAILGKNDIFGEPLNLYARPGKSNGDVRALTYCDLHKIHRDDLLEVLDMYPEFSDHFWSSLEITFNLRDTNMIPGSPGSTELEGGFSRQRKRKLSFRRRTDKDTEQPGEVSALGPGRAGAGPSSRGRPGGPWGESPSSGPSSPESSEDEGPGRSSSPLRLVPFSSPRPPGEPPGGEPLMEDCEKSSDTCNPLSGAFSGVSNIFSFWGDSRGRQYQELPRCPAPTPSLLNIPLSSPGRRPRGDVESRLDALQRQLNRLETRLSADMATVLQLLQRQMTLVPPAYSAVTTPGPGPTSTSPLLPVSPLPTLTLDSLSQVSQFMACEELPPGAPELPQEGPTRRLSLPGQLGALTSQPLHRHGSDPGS
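U2OS cells were transduced with wild-type KCNH2 virus (2.03 x 10^8 / mL) for 4 h at room temperature, then cultured overnight at 37 C. Thallium flux was read with FluxOr dye. Rate constants were normalized to DMSO controls.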
KCNH2 3.1 block – blocks the human KCNH2 3.1 channel isoform | U2OS KCNH2 3.1, thallium flux FluxOr; stronger effect = lower value | activity change, % (tested at about 1.8 µM) | 0.95% of 340,000 active | AID 720553;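 active means maximum activity change below -70%; inconclusive means maximum activity change from -70% to -50%; inactive means maximum activity change above -50%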;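 further: thallium influx rate constant from kinetic fluorescence after stimulation buffer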
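Steps: virus added to U2OS suspension (4 h, RT, dark); medium with 10% FBS added, cells plated, 37 C overnight; FluxOr/Red40 loading buffer 45 min RT; stimulation buffer, 2 min kinetic read; rate constant normalized.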
An asterisk follows results filed as active; ? = inconclusive. On the % scale 0 is the no-effect control and ±100 the full control effect.

cpd | compound | KCNH2 WT inh | KCNH2 3.1 block
1 | O=C(c1cnc(Cl)c(Cl)c1)N1CCN(S(=O)(=O)c2cccs2)CC1 | 8 | 3
2 | COc1ccc(-c2ccc3c(c2)O[C@H](CN(C)C(=O)Nc2ccccc2F)[C@@H](C)CN([C@H](C)CO)S3(=O)=O)cc1 | -9 | 22
3 | CCC(=O)N(C)C[C@H]1Oc2cc(Br)ccc2S(=O)(=O)N([C@@H](C)CO)C[C@H]1C | -3 | 1
4 | Cc1ccc(S(=O)(=O)N2CCCC(C(=O)NCCc3ccc(Cl)cc3)C2)cc1 (stereo not drawn) | 18 | 0
5 | CN(CCC#N)c1ccc(C=C(C#N)c2ccc(Br)cc2)cc1 | 7 | -7
6 | Cc1ccc(Cc2c(-c3ccc(F)cc3)nc3cc(C)ccn23)cc1 | -2 | -23
7 | C[C@@H]1ON(C)[C@H]2C[C@H]3c4[nH]c5ccccc5c4CCN3C(=O)[C@@H]12 | 2 | 10
8 | O=C(NCC(=O)N1CCCCCCC1)c1ccc(Cl)c(Cl)c1 | 5 | 8
9 | CSC[C@H]1CN(c2ccc(Br)cc2)C(=O)[C@@H]1CC(=O)Nc1ccccc1 | 6 | 9
10 | COc1cccc(CNS(=O)(=O)c2cc(Br)ccc2Br)c1 | -1 | -5
11 | O=C(CCCn1c(=S)[nH]c2ccsc2c1=O)Nc1ccc(F)cc1 | 5 | -9
12 | COc1cccc(C(=O)NCCCNc2nc3cc(C)cc(C)c3cc2C#N)c1 | 4 | -3
13 | O=C(CC1CCCC1)N1CCN(S(=O)(=O)c2cccc(Br)c2)CC1 | -6 | -6
14 | COc1cccc(C2=NN(C(=O)C3CC3)C(O)(C(F)(F)F)C2)c1 (stereo not drawn) | -6 | 0
15 | NS(=O)(=O)c1ccc(S(=O)(=O)N2CCCC(c3ccccc3)C2)cc1 (stereo not drawn) | 6 | -8

Reprinted from the part before: five entries; new compounds follow.
cpd | compound | KCNH2 WT inh | KCNH2 3.1 block
11 | O=C(CCCn1c(=S)[nH]c2ccsc2c1=O)Nc1ccc(F)cc1 | 5 | -9
12 | COc1cccc(C(=O)NCCCNc2nc3cc(C)cc(C)c3cc2C#N)c1 | 4 | -3
13 | O=C(CC1CCCC1)N1CCN(S(=O)(=O)c2cccc(Br)c2)CC1 | -6 | -6
14 | COc1cccc(C2=NN(C(=O)C3CC3)C(O)(C(F)(F)F)C2)c1 (stereo not drawn) | -6 | 0
15 | NS(=O)(=O)c1ccc(S(=O)(=O)N2CCCC(c3ccccc3)C2)cc1 (stereo not drawn) | 6 | -8
16 | COc1ccc(OC)c(NS(=O)(=O)c2ccc(-n3cccn3)cc2)c1 | -5 | -7
17 | C[C@@H](CO)NC(=O)c1nc[nH]c1C(=O)N[C@H](C)c1ccccc1 | -3 | 16
18 | Cc1ccc(S(=O)(=O)N2CCN(C(=O)c3cc(C4CC4)nn3-c3ccccc3)CC2)cc1 | 13 | -2
19 | COCC1CCN(C(=O)c2ccc3oc(C(C)C)nc3c2)C1 (stereo not drawn) | -5 | 19
20 | NS(=O)(=O)c1ccc(NCc2cnc3ccccc3c2)cc1 | 0 | -8
21 | CCOC(=O)c1cc(-c2sc(NC(=O)c3ccccc3)nc2C)n(CCO)n1 | -2 | 0
22 | CC(C)N1CC2(CC(c3ccccc3C(F)(F)F)=NO2)CN1C(=O)c1ccco1 (stereo not drawn) | -9 | 7
23 | O=C(NCc1ccccc1)c1ccc(CS(=O)Cc2cccc(Cl)c2)o1 (stereo not drawn) | -13 | 0
24 | Clc1ccc(-c2nc3ccc(Cl)cn3c2Cc2ccccc2)cc1 | -1 | -1
25 | Cc1onc(-c2c(F)cccc2Cl)c1C(=O)OCC(=O)N(C)c1ccccc1 | 16 | 1
26 | Cc1ccccc1Oc1ccc2c(c1)[C@@H]1C[C@H](N(C)C(=O)c3ccco3)[C@H]([C@H](C)O)C(=O)N1CC2 | 2 | -6
27 | CCC1NC(=O)c2cccnc2-n2c1nc1ccc(C)cc1c2=O (stereo not drawn) | 1 | -12
28 | CCCN1CCN(C(=O)c2ccc(S(=O)(=O)N(C)c3ccccc3OC)cc2)CC1 | -2 | -2
29 | Cc1ccc(S(=O)(=O)N2C[C@H]3C(=O)C[C@@H](c4cccc5ccccc45)N(S(=O)(=O)c4ccc(C)cc4)[C@H]3C[C@H]2c2ccc(Cl)cc2)cc1 | 6 | 5
30 | CC(C)(C)OC(=O)NCCc1onc(-c2ccc([N+](=O)[O-])cc2)c1C(=O)O | 5 | 17
31 | CCCCN1C[C@H](CSC)[C@@H](CC(=O)Nc2ccc(Br)cc2)C1=O | ? | -5
32 | COc1ccc(N2CCN(CCCn3cnc4c(SC)ncnc43)CC2)cc1 | 24 | -41
33 | CCN(CC(=O)Nc1c(F)cccc1F)C(=O)CSCc1ccc(C)cc1 | -7 | 4
34 | CCN(CC)C(=O)C1=C(C)N(Cc2ccc(C(C)(C)C)cc2)C(=O)C(CC(=O)NCC2CCCCC2)C1 (stereo not drawn) | 6 | -7
35 | Cn1c(CCN2CCN(c3ccccn3)CC2)nc2cc(NS(=O)(=O)c3ccc(F)cc3)ccc21 | -21 | ?
36 | COc1ccncc1-c1ccccc1C1=CC(=O)CC(C)(C)C1=O | 2 | -12
37 | C[C@H]1CN([C@@H](C)CO)C(=O)c2cc(-c3cccnc3)cnc2O[C@H]1CN(C)Cc1ccc(Oc2ccccc2)cc1 | 0 | -24
38 | O=C(COC(=O)c1cccc(F)c1)Nc1cccc(S(=O)(=O)N2CCOCC2)c1 | 1 | 6
39 | CCc1cc(-c2nnn(CCC3COCCO3)c2C(C)(C)O)ccc1-c1cn(CCc2c[nH]c3ccccc23)nn1 (stereo not drawn) | -3 | -3
40 | COc1ccc2[nH]c3c(c2c1)CNCC3 | 4 | -8
41 | O=C1C=CC(O)C2(CO)OC12 (stereo not drawn) | 10 | 14
42 | COC(=O)N(C)C[C@H]1OCc2cnnn2CCCC(=O)N([C@H](C)CO)C[C@H]1C | -5 | -7
43 | CC1=C(C(=O)N2CCOCC2)CC(CC(=O)NC(c2ccccc2)c2ccccc2)C(=O)N1CCCN1CCCC1=O (stereo not drawn) | -5 | 44
44 | C[C@@H]1CN([C@H](C)CO)C(=O)CCCn2cc(nn2)CO[C@H]1CN(C)S(=O)(=O)c1ccc(Oc2ccccc2)cc1 | 2 | -10
45 | c1cc(C2OCCO2)cs1 | 9 | 7
46 | Cc1cccc(S(=O)(=O)N(C)C[C@H]2OCc3cnnn3CCCC(=O)N([C@H](C)CO)C[C@@H]2C)c1 | 10 | 31
47 | C[C@H]1CN([C@@H](C)CO)C(=O)CCCn2cc(nn2)CO[C@@H]1CN(C)S(=O)(=O)c1ccc(Oc2ccccc2)nc1 | -11 | 3
48 | Cc1ccccc1-c1n[nH]nc1C1=CC(=O)C[C@H](c2ccc(F)cc2)C1 | 2 | 5
49 | COc1cc2nc3n(c(=O)c2cc1OC)-c1ncccc1C(=O)NC3Cc1ccccc1 (stereo not drawn) | 10 | -1
50 | CC1(c2cccc(N)c2)OCCO1 | 1 | -13
51 | COc1ccc(S(=O)(=O)N(C)C[C@@H]2Oc3cc(Br)ccc3S(=O)(=O)N([C@H](C)CO)C[C@@H]2C)cc1 | 9 | 16
52 | CCCCCCn1c(=O)n2n(c1=O)[C@@H]1CN(S(=O)(=O)c3ccc(C)cc3)C[C@]1(O)[C@@H](OC(=O)Nc1cccs1)C2 | 4 | 2
53 | CCc1cccc(C)c1NC(=O)COC(=O)Cc1ccccc1 | -9 | -1
54 | C[C@@H]1CN([C@H](C)CO)S(=O)(=O)c2ccc(Br)cc2O[C@@H]1CN(C)Cc1ccc(-c2ccccc2)cc1 | -3 | -27
55 | COc1ccc(CCC(=O)Nc2ccc(S(=O)(=O)NC3=NCCCCC3)cc2)cc1 | -6 | 11
56 | CC1C(=O)N(Cc2cn(Cc3ccco3)nn2)CCS(=O)(=O)N1Cc1ccc(-c2ccc(F)cc2)cc1 (stereo not drawn) | 4 | -1
57 | C[C@@H]1CCCCO[C@H](CN(C)Cc2ccc(C(F)(F)F)cc2)[C@@H](C)CN([C@H](C)CO)C(=O)c2cc(NS(=O)(=O)c3cn(C)cn3)ccc2O1 | 0 | 1
58 | OC(Cc1cccc(C=NN2CCOCC2)n1)(C(F)(F)F)C(F)(F)F | -2 | 11
59 | O=C(O)CC1NC(=S)N(Cc2ccccc2)C1=O (stereo not drawn) | 0 | 7
60 | Cc1cc2c3ccccc3[nH]c(=O)n2n1 | 8 | -1
61 | COc1ccc(CN2CCC[C@]3(N[C@H](c4ccc(C(F)(F)F)cc4)[C@@H]4C(=O)N(C)C(=O)[C@@H]43)C2=O)cc1 | -16 | 17
62 | Cc1cc(C)c(C(=O)Nc2ccc3c(c2)OCCO3)c(C)c1 | 5 | 17
63 | CCCN(C(=O)CSCc1ccc(C)cc1)c1c(N)n(Cc2ccccc2)c(=O)[nH]c1=O | 7 | 1
64 | N#Cc1cc2cc3c(cc2nc1Cl)OCCO3 | -10 | 12
65 | CCN(CC)C(=O)C1=C(C)N(CCC2=CCCCC2)C(=O)C(CC(=O)NCC2CCCCC2)C1 (stereo not drawn) | -6 | -10
66 | CC(C)(C)c1ccc(C(=O)C2CC2)cc1 | -10 | 0
67 | O=C(CCC1CCN(C(=O)CC2=CCCCC2)CC1)NCc1ccc(F)cc1 | 37 | -19
68 | C[C@@H](NC(=O)c1ncn2c1C(=O)NC[C@@H]2C)c1ccccc1 | -1 | 1
69 | CCC/C=C/c1ccc(CN2C(CC(C)C)C(=O)N(Cc3cn(CCOCOC)nn3)CCS2(=O)=O)cc1 (stereo not drawn) | -1 | 0
70 | N#CCN(C(=O)CSc1nnc(C2CC2)n1C1CC1)c1ccccc1 | -2 | 0
71 | C1=CC2(C=C1)OC21CCC2(C=CC3(C2)OC3C2CCCCC2)CC1 (stereo not drawn) | 1 | 3
72 | C#CCN(C[C@@H]1[C@@H](OC(=O)NCc2ccccc2)[C@@H](OC(=O)NCc2ccccc2)CN(C(=O)OC(C)C)N1C(=O)OC(C)C)S(=O)(=O)c1ccc(C)cc1 | -11 | -2
73 | CCOc1ccc(S(=O)(=O)N2CCCCC2)cc1NC(=O)Cc1ccc(OC)cc1 | -6 | -1
74 | O=[N+]([O-])c1ccc(CN2CC(N3CCN(CC4CC4)CC3)CS2(=O)=O)cc1 (stereo not drawn) | 24 | -39
75 | O=C(NCCc1ccc(Cl)cc1)c1cccc(S(=O)(=O)N2CCCC2)c1 | 11 | -3

Other compounds:
cpd | compound | KCNH2 WT inh | KCNH2 3.1 block
76 | COCC(=O)N(C)C[C@H]1Oc2ncc(Br)cc2C(=O)N([C@@H](C)CO)C[C@H]1C | 2 | -17
77 | C[C@H](CO)N1C[C@H](C)[C@@H](CN(C)Cc2cccc(C(=O)O)c2)OCc2cnnn2CCCC1=O | -4 | 5
78 | Cc1cc(=O)oc2cc(OC(C)C(=O)N3CCOCC3)c(Cl)cc12 (stereo not drawn) | 6 | 4
79 | COc1ccc(S(=O)(=O)NC(C)c2ccc3c(c2)OCCO3)cc1 (stereo not drawn) | 4 | 5
80 | O=c1[nH]c2cccc(Cl)c2c2ccccc12 | -8 | -2
81 | CN(C)S(=O)(=O)n1cc(/C=C(\NC(=O)c2ccccc2)C(=O)N2CCCCC2)c2ccccc21 | -7 | -5
82 | CCC1NC(=O)c2cc3ccccc3cc2-n2c1nc1cc(C)cc(C)c1c2=O (stereo not drawn) | 4 | -4
83 | Cc1cc(C)c(Nc2n[nH]c(=S)s2)cc1C | 6 | -2
84 | O=C(c1cccnc1)N1CCC2CC1c1c(Cl)cccc12 (stereo not drawn) | -4 | -1
85 | Nc1ncncc1-c1ccc(F)cc1 | 5 | -3
86 | CC1(C)CN(c2ccc(Br)cc2)C(=O)[C@H]1CC(=O)Nc1ccccc1 | 10 | 0
87 | O=C(CNC(=O)N1CC(=O)Nc2ccccc21)NCc1ccc(F)cc1 | 7 | -4
88 | COc1ccc(C#Cc2ccc3c(c2)O[C@H](CN(C)C(C)=O)[C@H](C)CN([C@@H](C)CO)S3(=O)=O)cc1 | -17 | 18
89 | O=C(NC1CC1)c1cccc2c1C(=O)c1ccc(N3CCC(N4CCCCC4)CC3)cc1S2(=O)=O | -1 | 7
90 | COc1ccc(C(=O)NCC(c2ccco2)N2CCOCC2)cc1 (stereo not drawn) | 9 | 7

Quoted at random: 5 records from the list, in no set order.
cpd | compound | KCNH2 WT inh | KCNH2 3.1 block
81 | CN(C)S(=O)(=O)n1cc(/C=C(\NC(=O)c2ccccc2)C(=O)N2CCCCC2)c2ccccc21 | -7 | -5
83 | Cc1cc(C)c(Nc2n[nH]c(=S)s2)cc1C | 6 | -2
90 | COc1ccc(C(=O)NCC(c2ccco2)N2CCOCC2)cc1 (stereo not drawn) | 9 | 7
80 | O=c1[nH]c2cccc(Cl)c2c2ccccc12 | -8 | -2
77 | C[C@H](CO)N1C[C@H](C)[C@@H](CN(C)Cc2cccc(C(=O)O)c2)OCc2cnnn2CCCC1=O | -4 | 5

Continued:
cpd | compound | KCNH2 WT inh | KCNH2 3.1 block
91 | Cc1cccc(C(=O)OCC(=O)NCc2ccc(Cl)cc2)c1 | -4 | 0
92 | COc1ccc(S(=O)(=O)N2C[C@H]3CON(C)[C@H]3C[C@H]2c2ccc(-c3cc4ccccc4o3)cc2)cc1 | 0 | ?
93 | COc1ccccc1C(=O)NNC(=O)c1ccc(O)cc1 | -18 | -9
94 | CCCN1C(=O)C(=O)N(CC(=O)N2c3ccccc3NC(=O)CC2C)C1=O (stereo not drawn) | 5 | 6

Source: PubChem (National Center for Advancing Translational Sciences (NCATS))

Some of the compounds tested; rates above refer to the full screens.
